GSK3beta inhib: human GSK3beta kinase inhibition. P49841. activity score (negative = inhibition), % at 10 µM. GST-GSK3beta kinase, ADP-Glo luminescence, 60 min; active compounds read low. 300,000 compounds, 0.038% hits;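 active means more than half of replicate wells score below -50%, meaning over 50% inhibition versus plate controls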;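 further: 0% = median DMSO wells and -100% = median GW8510 positive control wells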
Target sequence (P49841 whole entry, looked up): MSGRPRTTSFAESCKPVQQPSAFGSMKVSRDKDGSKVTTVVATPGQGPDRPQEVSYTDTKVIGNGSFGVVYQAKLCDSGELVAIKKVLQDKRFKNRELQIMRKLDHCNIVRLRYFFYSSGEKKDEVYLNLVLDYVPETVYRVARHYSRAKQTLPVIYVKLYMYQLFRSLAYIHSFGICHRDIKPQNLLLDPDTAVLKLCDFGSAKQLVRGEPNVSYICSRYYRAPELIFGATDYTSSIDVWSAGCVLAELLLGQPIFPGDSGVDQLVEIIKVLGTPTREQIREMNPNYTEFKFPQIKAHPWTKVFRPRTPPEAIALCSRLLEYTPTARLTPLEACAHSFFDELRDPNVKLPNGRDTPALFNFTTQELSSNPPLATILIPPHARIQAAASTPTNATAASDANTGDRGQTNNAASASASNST
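Test system – GST-tagged human GSK3beta kinase, cell-free · Incubation – 60 min enzyme reaction, room temperature · Signal – ADP-Glo luminescence · Also added – peptide substrate and ATP at 25 µM · Controls – DMSO neutral wells and GW8510 at 20 µM as positive · Buffer or medium – Tris/MgCl2 kinase buffer · Measure – Luminescence-derived activity versus plate DMSO and GW8510 wells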
Dyrk1A ADPGlo: blocks rat Dyrk1A kinase activity; ADP-Glo luminescence, NFATc1 peptide; inhibition, % at 12.5 µM; 310,000 compounds, 0.43% hits; in the data active means inhibition above about 50%;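 further: plate controls were vehicle with enzyme for no effect and no enzyme for full effect; many of its hits are not listed in these tables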
HSF1 activator: increases HSF-1 driven luciferase reporter signal. activation, % at 9 µM. 300,000 compounds, 1.7% hits. NIH3T3-HGL HSF-1 luciferase reporter, MG132, 8 h; 100% = twice DMSO control signal;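 active means mean replicate activation of at least 50% with a set share of replicates each reaching 50%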;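 further: 0% = median of the neutral control wells and 100% = twice that signal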
KLF5 inh: inhibitors of KLF5 expression | DLD-1 KLF5 promoter-luciferase reporter, luminescence | 290,000 compounds, 0.23% hits | AID 1700 | inhibition, % at 5 µM;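 active means inhibition above a per-plate limit of that plate's mean compound inhibition plus 3 SD, cut at about 60% in these data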;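 further: 0% = DMSO wells and 100% = LY294002 at 200 µM; higher means less KLF5 promoter-driven luciferase light; inactives centre near -14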
Platelet DG rel: modulates dense granule release in human platelets; human platelet-rich plasma, SFLLRN dense granule ATP release, luminescence; inhibition, %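 (compounds screened at 7.5 µM in platelet-rich plasma)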; 300,000 compounds, 0.22% hits;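 active means mean replicate score, as percent of positive control, at or above 50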
GSK3 alpha inh: blocks human GSK-3 alpha kinase | P49840 | ADP-Glo luminescence, 60 min | inhibition, % at 10 µM | 320,000 compounds, 0.1% hits | AID 2650;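 in the data active means inhibition above about 50%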;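 further: GST-tagged GSK-3 alpha with peptide substrate and 25 µM ATP; 0% = DMSO neutral wells and 100% = GW8510 positive control wells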
Target sequence (P49840 whole entry, looked up): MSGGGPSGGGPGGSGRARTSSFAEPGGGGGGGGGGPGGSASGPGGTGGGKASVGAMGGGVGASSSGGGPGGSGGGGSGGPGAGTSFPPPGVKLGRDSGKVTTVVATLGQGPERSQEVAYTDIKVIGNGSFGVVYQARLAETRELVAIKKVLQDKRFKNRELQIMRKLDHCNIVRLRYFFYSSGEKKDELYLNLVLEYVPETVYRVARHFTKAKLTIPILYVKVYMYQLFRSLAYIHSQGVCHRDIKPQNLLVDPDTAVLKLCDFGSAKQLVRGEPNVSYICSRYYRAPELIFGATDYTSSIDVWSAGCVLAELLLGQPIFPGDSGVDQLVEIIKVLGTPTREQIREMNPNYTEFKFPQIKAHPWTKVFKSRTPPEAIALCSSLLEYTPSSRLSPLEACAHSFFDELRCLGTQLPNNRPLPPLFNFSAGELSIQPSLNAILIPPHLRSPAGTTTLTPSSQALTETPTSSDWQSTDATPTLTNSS
HSP90 refold inh: inhibitors of HSP90 luciferase refolding in rabbit reticulocyte lysate; luciferase refolding luminescence, 3 h; inhibition, % at 5.6 µM; 290,000 compounds, 0.91% hits; AID 1789;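 active means inhibition above the screen-wide mean plus 3 SD, computed separately per campaign, cut at about 16% in these data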;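 further: 0% = DMSO wells and 100% = 60 µM geldanamycin wells; inhibitors lower the luminescence because luciferase stays unfolded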
IEC-6 cytotox: counter-screen for KLF5 inhibitors: cytotoxicity in IEC-6 cells; inhibition, % at 5 µM; IEC-6 cytotoxicity, luminescence viability; 290,000 compounds, 0.78% hits; in the data active means inhibition above about 22%;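 further: 0% = plate median of test compound wells and 100% = cytotoxic reference compound wells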
HSF1 inh: HSF1 inhibition; NIH3T3-HGL HSE-luciferase, MG132-induced, luminescence 8 h; active compounds read low; activity change, negative = inhibition, % at 7.5 µM (by protocol); 300,000 compounds, 0.77% hits; AID 2098;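 active means more than half of replicate wells show activity change below -50%, luminescence cut by over half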;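 further: luciferase reports HSF-1 transcriptional activity via heat shock element; 0% = median of DMSO wells and -100% = zero luminescence signal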
aSyn UTR inh: MLPCN primary screen, SNCA 5' untranslated region; alpha-synuclein 5'UTR reporter, inhibitor activity; inhibition, % (tested at 7.5 µM); 300,000 compounds, 0.82% hits; AID 1813; in the data active means inhibition above about 60%;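 further: H4 neuroglioblastoma cells stably carrying SNCA 5'UTR luciferase fusion; 0% = DMSO wells and 100% = positive control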
* = called active by the depositor; . = no result given.

SMILES	GSK3beta inhib	Dyrk1A ADPGlo	HSF1 activator	KLF5 inh	Platelet DG rel	GSK3 alpha inh	HSP90 refold inh	IEC-6 cytotox	HSF1 inh	aSyn UTR inh
COc1ccccc1CNC(=O)c1ccc(-c2ccccc2C(F)(F)F)o1	-4	6	23	-7	3	-2	3	1	8	27
COc1ccc(NC(=O)/C(C#N)=C/c2ccc[nH]2)c(OC)c1	-1	1	43	-57	10	2	2	7	2	5
COc1ccc(COc2cc(-c3cccc(OC)c3)nc3ccc(NC(=O)C(C)C)cc23)cc1	0	-10	-5	23	-2	-1	-2	12	-5	-135
Cc1ccc(C(=O)c2coc3ccc(O)c(CN4CCN(C)CC4)c23)cc1	-2	1	.	-32	-1	-2	14	-10	.	-30
Cc1ccc2c(CN3CCN(C(=O)c4ccco4)CC3)cc(=O)oc2c1C	3	-1	21	-10	-1	1	-3	-4	-1	15
Cc1ccc(C(=O)COC(=O)CNC(=O)c2ccco2)cc1	-2	1	2	-18	-1	-1	2	2	-4	-1
O=C(c1ccc(S(=O)(=O)Nc2ccc(F)cc2)cc1)N1CCN(c2ccccn2)CC1	-1	0	-5	0	4	-2	-2	-5	-5	11
O=S(=O)(c1cccs1)N1CCN(c2ccnc3cc(Cl)ccc23)CC1	-1	.	4	16	-6	0	2	-1	3	47
CC(=O)N1CCN(C(C)=O)C1c1ccccc1	0	-7	3	-20	1	2	0	1	5	14
Cc1noc(C)c1CSc1nnc2ccc3ccccc3n12	-7	14	-9	-12	5	2	0	0	1	29
Cc1csc(NC(=O)/C=C/c2ccco2)n1	1	4	57*	-98	-18	-3	1	-5	24	-168
O=C1NC(NS(=O)(=O)c2ccc(Cl)cc2)(C(F)(F)F)C(=O)N1c1ccccc1 (centres undefined)	-1	-3	15	-15	-1	-1	-3	-6	-4	9
CC1CCN(S(=O)(=O)c2ccc(C(=O)N3CCCC(C(F)(F)F)C3)cc2)CC1 (centres undefined)	4	-3	8	.	-2	-1	.	.	6	11
O=c1ccccn1Cc1c(F)cccc1Cl	2	-7	-13	-23	5	-1	-5	-4	-2	13
O=C(NNC(=O)c1ccc[nH]1)Nc1cc(Cl)cc(Cl)c1	1	.	-8	-10	8	-1	3	-1	3	-19
O=[N+]([O-])c1cc(S(=O)(=O)Nc2ccccc2)ccc1N1CCN(c2ccc(O)cc2)CC1	0	2	-6	-29	-3	.	-10	-2	1	1
COc1cc(CN2CCCC(C(=O)c3ccc(C(C)(C)C)cc3)C2)cc(OC)c1O (centres undefined)	-5	2	-5	-6	0	-1	0	4	-6	-21
Cc1ccc(-c2cc(C(=O)N3CCN(C(=O)c4ccco4)CC3)[nH]n2)cc1C	-1	6	26	-9	-6	-1	3	0	5	-11
Cc1ccccc1NC(=S)NC(NC(=O)c1ccccc1C)C(Cl)(Cl)Cl (centres undefined)	-1	0	8	-26	4	2	2	3	-7	3
CCN(CC(=O)Nc1c(F)cccc1F)C(=O)CSc1ccccc1	2	-2	-10	.	0	-1	.	.	-1	3
Cn1c(=O)c2c(nc(SCC(=O)N3CCOCC3)n2C)n(C)c1=O	1	1	-13	-2	16	0	-2	1	-7	17
Cc1ccc(OC(=O)c2ccc(S(=O)(=O)N(C)C)cc2)c(-n2nc3ccccc3n2)c1	2	0	43	-73	1	3	3	-1	33	-195
CN(Cc1ccccc1)C(=O)COC(=O)c1ccccc1Nc1ccccc1	-3	-6	-5	-21	-1	0	5	4	-4	16
CC1Sc2ccc(S(=O)(=O)N3CCN(c4cccc(Cl)c4)CC3)cc2NC1=O (centres undefined)	4	-1	27	-11	7	-2	0	-2	19	-4
Cn1cccc1Cc1nnc(SCC(=O)Nc2nc3ccccc3s2)n1CCc1ccccc1	.	3	.	-23	.	0	3	0	.	.
CC(=O)N1CCCN(Cc2cn(-c3cc(C)ccc3C)nc2-c2ccccc2)CC1	0	2	8	-25	-5	0	1	2	-2	-2
Cc1ccc(-c2nc3ccccc3n3nnnc23)cc1	2	-4	15	-13	13	.	1	-3	4	-249
COC(=O)CCC(=O)N1CCCC(CO)(Cc2ccccc2)C1 (centres undefined)	-1	-4	48	-155	-2	-2	0	-3	23	-124
COc1ccc(NC(=O)CSC2=NN3CCCC(=O)N=C3S2)c(OC)c1	1	-1	-5	-17	4	1	-7	-5	0	2
Cc1ccc(S(=O)(=O)c2ccc(C)cc2)cc1	-1	1	4	-14	-7	2	4	7	-1	-5
Cc1ccc(NS(=O)(=O)c2ccc(-c3ccc(=O)[nH]n3)o2)cc1Cl	-1	0	7	-15	-34	4	-2	4	-7	-5
CC1=NC(=O)C(N=Nc2cccc(C(=O)O)c2)N1c1ccccc1 (centres undefined)	5	26	7	31	8	0	17*	-1	1	13
CCOC(=O)c1cc(C(=O)OCC)c(=O)[nH]c1SCc1ccccc1	0	.	23	-20	1	5	-2	2	-1	11
CC(C)c1onc(C(=O)NCc2cccs2)c1[N+](=O)[O-]	2	-3	5	-12	5	5	1	-1	1	13
CC(C)NC(=O)/C(=C/c1cn(-c2ccccc2)nc1-c1cccc([N+](=O)[O-])c1)NC(=O)c1ccccc1	5	-3	36	-10	3	-2	-5	-10	1	-29
CCOc1ccc(NC(=O)c2sc3nc(N4CCOCC4)c4c(c3c2N)CCCC4)cc1	4	-3	-4	-11	4	-2	0	-6	1	11
COc1ccc2c(c1)CCc1sc(NC(=O)c3ccco3)nc1-2	-7	68*	32	-121	21	-1	-3	0	26	-114
COc1ccccc1NC(=S)NNC(=O)c1ccc(O)cc1	-1	4	17	-98	13	5	-1	0	13	-106
COC(=O)c1c(C)oc2c1cc(NS(=O)(=O)c1cccs1)c1ccccc12	-1	3	10	3	.	-1	4	3	3	9
CN1CCN(NC(=O)c2cc([N+](=O)[O-])cc([N+](=O)[O-])c2)CC1	0	-8	19	-19	-7	1	-3	-6	1	-29
CCN(C(=O)c1cccc(Br)c1)c1ccccc1	4	-7	-4	-2	-1	.	0	-4	-3	-15
CCC(C)(C)c1nnc(NC(=O)c2ccc([N+](=O)[O-])cc2)s1	1	1	34	-25	-4	-3	0	1	3	-149
O=C(Nc1ccccc1OCc1ccccc1)c1ccccc1Br	2	14	16	-21	4	2	4	1	12	5
Cc1cc(CNC(=O)c2cc(-c3ccccc3)nc3ccccc23)nn1C	0	.	-11	-2	20	-1	10	4	5	8
O=S(=O)(c1cccc(C(F)(F)F)c1)N1CCC(c2nc3ccccc3[nH]2)CC1	-1	-8	6	-18	7	-1	1	17	4	50

As a working copy, 12 of the compounds above.
SMILES	GSK3beta inhib	Dyrk1A ADPGlo	HSF1 activator	KLF5 inh	Platelet DG rel	GSK3 alpha inh	HSP90 refold inh	IEC-6 cytotox	HSF1 inh	aSyn UTR inh
CC(C)c1onc(C(=O)NCc2cccs2)c1[N+](=O)[O-]	2	-3	5	-12	5	5	1	-1	1	13
CC(C)NC(=O)/C(=C/c1cn(-c2ccccc2)nc1-c1cccc([N+](=O)[O-])c1)NC(=O)c1ccccc1	5	-3	36	-10	3	-2	-5	-10	1	-29
CCOc1ccc(NC(=O)c2sc3nc(N4CCOCC4)c4c(c3c2N)CCCC4)cc1	4	-3	-4	-11	4	-2	0	-6	1	11
COc1ccc2c(c1)CCc1sc(NC(=O)c3ccco3)nc1-2	-7	68*	32	-121	21	-1	-3	0	26	-114
COc1ccccc1NC(=S)NNC(=O)c1ccc(O)cc1	-1	4	17	-98	13	5	-1	0	13	-106
COC(=O)c1c(C)oc2c1cc(NS(=O)(=O)c1cccs1)c1ccccc12	-1	3	10	3	.	-1	4	3	3	9
CN1CCN(NC(=O)c2cc([N+](=O)[O-])cc([N+](=O)[O-])c2)CC1	0	-8	19	-19	-7	1	-3	-6	1	-29
CCN(C(=O)c1cccc(Br)c1)c1ccccc1	4	-7	-4	-2	-1	.	0	-4	-3	-15
CCC(C)(C)c1nnc(NC(=O)c2ccc([N+](=O)[O-])cc2)s1	1	1	34	-25	-4	-3	0	1	3	-149
O=C(Nc1ccccc1OCc1ccccc1)c1ccccc1Br	2	14	16	-21	4	2	4	1	12	5
Cc1cc(CNC(=O)c2cc(-c3ccccc3)nc3ccccc23)nn1C	0	.	-11	-2	20	-1	10	4	5	8
O=S(=O)(c1cccc(C(F)(F)F)c1)N1CCC(c2nc3ccccc3[nH]2)CC1	-1	-8	6	-18	7	-1	1	17	4	50

Later entries.
SMILES	GSK3beta inhib	Dyrk1A ADPGlo	HSF1 activator	KLF5 inh	Platelet DG rel	GSK3 alpha inh	HSP90 refold inh	IEC-6 cytotox	HSF1 inh	aSyn UTR inh
CCOC(=O)C(C)Sc1nc(-c2ccccc2)nc2ccc(F)cc12 (centres undefined)	0	-6	17	16	-3	-1	-3	-11	3	27
CCCC(=O)c1cc2ccccc2oc1=O	2	-6	1	10	-3	0	0	-3	-1	7
Cc1cc(NC(=O)Nc2ccc(C)c(C)c2)no1	1	-5	-5	-27	-3	-4	0	5	-10	-123
O=C(NNC(=O)C1CCC1)c1ccc(Br)cc1	2	0	8	.	-3	3	.	.	4	-11
COC(=O)C1CCN(C(=O)CN2C(=O)NC(CCc3ccccc3)C2=O)CC1 (centres undefined)	2	-9	-16	9	-6	2	0	-7	-2	1
CCOC(=O)/C(=C\c1cn(C)c2ccccc12)[N+](=O)[O-]	1	-5	4	-4	11	-2	-2	8	-2	-45
O=C(Cc1ccc(Cl)c(Cl)c1)Nc1ccc(S(=O)(=O)Nc2ncccn2)cc1	1	-4	2	-24	13	-1	5	4	-4	6
COc1ccccc1C(=O)Nc1nnc(S(=O)(=O)N2CCN(c3ccc(F)cc3)CC2)s1	1	-10	13	-18	-53	-1	5	5	4	19
O=C(Nc1ccccc1)NC(Cc1ccc(O)cc1)C(=O)O (centres undefined)	2	-3	24	-22	-1	-1	-2	-4	5	-4
CNc1cc(C)c(C#N)c2nc3ccccc3n12	0	21	4	-18	-3	-1	2	6	-1	12
O=C(NCc1ccc2c(c1)OCO2)c1nc(Cn2cc(Br)cn2)no1	.	-5	22	3	-12	2	-2	-4	-6	8
Cc1ccc(C)c(OCCC(=O)OCC(=O)NCCc2ccc(S(N)(=O)=O)cc2)c1	1	-1	15	.	16	0	.	.	5	19
CCOC(=O)c1c(NC(=O)CCN2CCOCC2)sc2c1CC(C)(C)OC2	0	0	-1	3	-1	-1	2	3	6	16
Cc1ccc(Sc2nc(C)cc(C)c2S(C)(=O)=O)cc1	-1	10	31	9	-2	-1	1	5	6	4

This is a subset; count on the stated rates, not on these rows.
